INS-1E GSIS act – primary screen for activators of insulin secretion dependent on glucose, INS-1E cells, GLuc reporter luminescence; INS-1E GLuc reporter insulin secretion, 2-3 h; activation, % at 16.6 µM; hit rate 0.61% among 370,000; AID 743287;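 active = lowest replicate activation of at least 40%, so every replicate reaches that level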;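 also: 0% = median of neutral control wells and 100% = median of IBMX positive control wells; some compounds called inactive have numbers as strong as hits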
* = called active by the depositor. The list is partial; the hit share may differ from the screen's.

| structure | INS-1E GSIS act |
| --- | --- |
| O=C(NCc1ccco1)c1ccccc1NS(=O)(=O)c1cccs1 | -13 |
| CCOC(=O)c1c(C)nc2sc3c(=O)n(-c4ccc(OC)cc4)cnc3c2c1-c1ccc(OC)cc1 | -24 |
| Cc1ccc(NC(=O)/C=C\C(=O)O)c([N+](=O)[O-])c1 | 4 |
| Cc1cccc(N(CC(=O)NC2CCCC2)C(=O)CS(=O)CC(=O)Nc2ccc3c(c2)OCO3)c1 (configuration not stated) | 11 |
| Cc1oc(C(=O)O)cc1COc1cccc2cccnc12 | 20 |
| O=S1(=O)CCC(NS(=O)(=O)/C=C/c2ccccc2)C1 (configuration not stated) | -9 |
| Cn1c(SCC(=O)NC(=O)NCc2ccco2)nnc1C(F)(F)F | 0 |
| Cc1cccc(NC(=S)N(CCc2nc3cc(C)c(C)cc3[nH]2)Cc2cccnc2)c1 | -28 |
| COc1ccccc1CNC(=O)C/C(C)=N/NC(=O)Cc1ccccc1 | 13 |
| COc1ccc(C(=O)N/C(=C\c2cccs2)c2nc3ccccc3[nH]2)cc1OC | -9 |
| CC(C)(C)C(=O)NC(=S)Nc1sc2c(c1C#N)CCCCC2 | 1 |
| CCc1nnc(NC(=O)c2sc3nc4c(cc3c2N)CCCCCC4)s1 | 16 |
| CCOC(=O)C1CCC(CNCc2ccc(Cl)cc2)CC1 (configuration not stated) | 3 |
| Clc1ccccc1CSC1=NCCCN1 | -2 |
| Cc1ccc2nc(C3CCN(CC(=O)N4CCCCCC4)CC3)[nH]c2c1 | -2 |
| CC(C)(C)c1ccc(C(=O)CSc2ncn[nH]2)cc1 | -9 |
| CCOc1ccc(-c2cc(C(=O)NCCCN3CCN(CC)CC3)c3ccccc3n2)cc1 | -2 |
| O=C(/C=C/c1ccc2c(c1)OCO2)c1ccco1 | 13 |
| Cc1ccccc1NC(=O)CN1C(=O)NC2(CCCCC2)C1=O | 26 |
| COCCNC(=O)c1ccccc1-c1nc(-c2ccccc2OC)no1 | -5 |
| CCN(CC)CCn1c2ccccc2c2cnc(N)c(C#N)c21 | -9 |
| O=C(NCCC1=CCCCC1)C1CCN(S(=O)(=O)N2CCOCC2)CC1 | 8 |
| CCOC(=O)c1c(NC(=O)C2C3CCC(O3)C2C(=O)O)sc(C)c1-c1ccc(C)cc1 (configuration not stated) | -16 |
| O=C(CSc1nc2ccccc2s1)N1c2ccccc2Sc2ccc(C(F)(F)F)cc21 | 16 |
| Cc1cccc(C)c1NC(=O)Cn1c(=O)n(CCCC(=O)NCc2ccco2)c(=O)c2sccc21 | 2 |
| CN(CC(=O)NCc1ccccn1)S(=O)(=O)c1ccccc1 | 13 |
| Cc1ccn2c(C(=O)CSc3ccc(Cl)cc3)c(C)nc2c1 | -5 |
| CCOC(=O)Cc1csc(NC(=O)COc2ccccc2)n1 | -16 |
| COc1cccc(OCc2cc(/C=N/NC(=O)c3nc(Cl)c(Cl)c(N)c3Cl)ccc2OC)c1 | -16 |
| Cc1onc(-c2ccccc2)c1C(=O)N/N=C/C(Br)=C/c1ccccc1 | -28 |
| CCCC1=C(C(=O)OCC)C(c2ccc(OC)c(CSc3ccccn3)c2)C(C#N)=C(N)O1 (configuration not stated) | -16 |
| Cc1cc(C)c(N(C(=O)CN2C(=O)c3ccccc3S2(=O)=O)C(C(=O)NCC2CCCO2)c2ccc(F)cc2)c(C)c1 (configuration not stated) | -31 |
| CN(C)N1C(N)=C(C#N)C(c2cccc3ccccc23)C2=C1CC(c1ccccc1)CC2=O (configuration not stated) | 6 |
| O=S(=O)(Cc1cc(Sc2ccccc2)nc(-c2ccccc2)n1)c1ccccc1 | -25 |
| Cc1cccc(OCc2nnc(SCC(=O)Nc3cccc(C(=O)N4CCOCC4)c3)n2C)c1C | -37 |
| CCOCCCNC(=O)C(c1ccccc1)N(Cc1cccs1)C(=O)CNC(C)=O (configuration not stated) | 2 |
| CC(=O)C(C)Oc1cc(C)cc2oc(=O)c(C)c(C)c12 (configuration not stated) | 16 |
| CCSc1nnc(-c2ccncc2)n1Cc1ccccc1 | 18 |
| Cc1ccc(C(=O)C2CCN(CC(=O)Nc3ccc(N(C)C)cc3)CC2)cc1 | -14 |
| CCOC(=O)c1cccc(Nc2ncnc3ccc(C)cc23)c1 | -15 |
| Cc1nnc(Nc2ccccc2)n(N)c1=O | 19 |
| CC(C)CCOP(=O)(c1ccccc1)c1ccccc1 | 64* |
| CC(C)(CNC(=O)/C=C/c1ccc(F)cc1)CNC(=O)/C=C/c1ccc(F)cc1 | -31 |
| O=S(=O)(NC12CC3CC(CC(C3)C1)C2)c1ccc(F)cc1 | -11 |
| Cn1c(=O)c2c(nc(N3CCCCC3)n2CCNC2=NCCC2)n(C)c1=O | 4 |
| COc1ccc(S(=O)(=O)NCc2ccc(C(=O)N(C)Cc3ccco3)cc2)cc1 | 8 |
| O=C(CC(c1ccccc1)c1ccco1)Nc1nccs1 (configuration not stated) | -10 |
| Cc1cccc(CSCc2nnc(N)s2)c1 | 9 |
| CCN(CC)CCCn1c(=S)[nH]c2cc(C(=O)OC)ccc2c1=O | 14 |
| COc1ccc(C(NC(=O)N2CC(C)OC(C)C2)C(Cl)(Cl)Cl)cc1F (configuration not stated) | 5 |
| Cc1ccc(-n2c(=O)c3sccc3n(Cc3cc(=O)n4cc(Cl)ccc4n3)c2=O)cc1F | 14 |
| Cn1cccc1/C=C1\SC(=S)N(NC(=O)c2ccccc2Cl)C1=O | -16 |
| CCOC(=O)c1ccc(NC(=O)Nc2ccc(S(N)(=O)=O)cc2)cc1 | -10 |
| C=CCn1c(SC(C)C(=O)NCc2ccc3c(c2)OCO3)nnc1C1CCCCC1 (configuration not stated) | 91 |
| Cc1ccc(S(=O)(=O)NNC(=O)c2ccccc2O)cc1 | 36 |
| CC1C/C(=N/NC(=O)c2cccc(F)c2)c2ccc(O)cc2C1 (configuration not stated) | -18 |
| CC(C)C(=O)Nc1nnc(SCC(=O)NCc2ccco2)s1 | -1 |
| CC(Oc1ccc(Cl)cc1)C(=O)NCCCn1ccnc1 (configuration not stated) | -1 |
| CC1(C)Cc2ccccc2-c2c1c(=O)n(Cc1ccccc1)c1nnnn21 | -1 |
| CCCCNC(=S)NNC(=O)C12CC3CC(CC(C3)C1)C2 | 5 |

Of the compounds above, these have an NH in an aromatic ring.
| structure | INS-1E GSIS act |
| --- | --- |
| Cc1cccc(NC(=S)N(CCc2nc3cc(C)c(C)cc3[nH]2)Cc2cccnc2)c1 | -28 |
| COc1ccc(C(=O)N/C(=C\c2cccs2)c2nc3ccccc3[nH]2)cc1OC | -9 |
| Cc1ccc2nc(C3CCN(CC(=O)N4CCCCCC4)CC3)[nH]c2c1 | -2 |
| CC(C)(C)c1ccc(C(=O)CSc2ncn[nH]2)cc1 | -9 |
| CCN(CC)CCCn1c(=S)[nH]c2cc(C(=O)OC)ccc2c1=O | 14 |

The listing continues.
| structure | INS-1E GSIS act |
| --- | --- |
| Nn1c(SC/C=C/c2ccccc2)nnc1-c1ccncc1 | 14 |
| O=C(Nc1cccnc1)c1ccc2c(c1)C(=O)N(Cc1cccnc1)C2=O | 0 |
| Brc1ccc(OCCCN2CCOCC2)cc1 | 6 |
| CCOC(=O)N1CCN(C(=O)CSCC(=O)Nc2nc(-c3ccc(Cl)s3)cs2)CC1 | -14 |
| CCn1c(-c2ccc(OC)c(OC)c2)n[nH]c1=S | 33 |
| O=C1C2C3c4ccccc4C(c4ccccc43)[C@@H]2c2nc3ccccc3n21 (some centres not stated) | -16 |
| Cc1ccc(N2CCN(C3=NC(=O)/C(=C\c4cccs4)S3)CC2)cc1 | 9 |
| Cc1ccc(C(C)C)c(OCC(O)CN2CCOCC2)c1 (configuration not stated) | 5 |
| CCOC(=O)NC(Nc1ccc(C)cn1)(C(F)(F)F)C(F)(F)F | 12 |
| C=CCc1ccc(OCCCCCN2CCOCC2)c(OC)c1 | 24 |
| O=C(CSc1nc2cc3ccccc3cc2[nH]1)Nc1ccc(F)cc1 | -38 |
| CCOC(=O)N1CCN(C(=O)CSCC(=O)Nc2nc(-c3ccccc3)cs2)CC1 | -17 |
| CCOc1ccc(/C=C2/SC(=S)N(n3c(C)ccc3C)C2=O)cc1 | -9 |
| CC1CCc2nc3ccccc3c(C(=O)OCC(=O)N3CCc4ccccc43)c2C1 (configuration not stated) | 3 |
| O=C(Nc1ccc(Cl)cn1)C1CCCN1S(=O)(=O)c1ccc(Cl)cc1 (configuration not stated) | -30 |

4 entries drawn at random from the list so far:
| structure | INS-1E GSIS act |
| --- | --- |
| CCOC(=O)NC(Nc1ccc(C)cn1)(C(F)(F)F)C(F)(F)F | 12 |
| C=CCc1ccc(OCCCCCN2CCOCC2)c(OC)c1 | 24 |
| CCOc1ccc(/C=C2/SC(=S)N(n3c(C)ccc3C)C2=O)cc1 | -9 |
| Brc1ccc(OCCCN2CCOCC2)cc1 | 6 |

(more compounds)
| structure | INS-1E GSIS act |
| --- | --- |
| CCOc1ccc(-c2nnc(-c3cccnc3)o2)cc1OCC | 23 |
| Cc1ccc(NC(=O)/C(=C/c2cccs2)NC(=O)c2ccco2)cc1 | 0 |
| Cc1nnc(SCCOC(N)=O)n1C | 31 |
| Oc1ccc2ccccc2c1/C=N/c1nccs1 | -24 |
| Cc1ccc(S(=O)(=O)c2nc(Nc3nccs3)sc2Cl)cc1 | -11 |
| Cc1ccc(OC(C)C(=O)N2CCCc3ccccc32)cc1 (configuration not stated) | 2 |
| Cc1ccccc1S(=O)(=O)Cc1ccc(C(=O)NCc2cccs2)o1 | 14 |
| O=C(Cn1c(=O)n(-c2ccc(F)cc2)c(=O)c2sccc21)c1ccccc1 | -4 |
| Cn1ncc([N+](=O)[O-])c1C(=O)Nc1nc2ccccc2n1CCN1CCCCC1 | 10 |
| O=c1[nH]c2ccc(Cl)cc2c(-c2ccccc2)c1N1CCN(CCO)CC1 | 0 |
| CCN1CCN(C(=O)c2ccc(COc3ccc(Cl)cc3)o2)CC1 | 11 |
| COc1ccccc1N1CCN(c2nc3c(C)cccn3c(=O)c2C=O)CC1 | 34 |
| CCOCCCNC(=O)c1c[nH]c2ccc(C)cc2c1=O | 4 |
| Cc1ccc(NC(=O)N(Cc2ccco2)Cc2cc3cc(C)cc(C)c3nc2Cl)cc1 | -1 |
| O=C1c2ccccc2C(=O)N1CCN1CCCCC1 | 27 |
| O=C(C1CCCN(S(=O)(=O)Cc2ccccc2)C1)N1CCC(Cc2ccccc2)CC1 (configuration not stated) | -15 |
| Cc1cc(=O)oc2cc(OCC(=O)N/N=C/c3cc([N+](=O)[O-])ccc3O)ccc12 | 15 |
| CC1CN(C(=O)c2cc3c(s2)CCC3)CC(C)O1 (configuration not stated) | 17 |
| COc1cccc(NC(=O)C2CCCN2C(=O)Nc2ccccc2F)c1 (configuration not stated) | 2 |
| CN(C)c1nccc(N(Cc2ccccc2)Cc2ccccc2)c1C#N | -26 |
| CC1(C2CC2)NC(=O)NC1=O (configuration not stated) | 12 |
| O=C(CCc1ccccc1)Nc1ccccc1F | 8 |
| O=C(c1ccccc1)N1CCC(c2nc(-c3ccc(S(=O)(=O)NCC4CCCO4)cc3)no2)CC1 (configuration not stated) | -26 |
| COc1ccc(/C(N)=N/OC(=O)CSc2ccc(C)cc2)cc1OC | -11 |
| O=[N+]([O-])c1ccc(COc2cccc(CNc3ccc(F)cc3)c2)cc1 | -32 |
| Cc1ccc(N(CC(=O)NCc2ccccc2Cl)S(=O)(=O)c2cccs2)cc1 | -12 |
| Oc1ccc(C=NCC2COc3ccccc3O2)cc1 (configuration not stated) | -4 |
| O=S(=O)([N-]c1nc2ccccc2nc1-[n+]1ccccc1)c1ccccc1 | 3 |
| COc1cccc(/C=N/Nc2snc(SC)c2C#N)c1 | 9 |
| CCCCc1nc2n[nH]c(N)c2c2c1CSC(C)(C)C2 | 29 |

The list goes on; it opens with the 2 that closed the last part.
| structure | INS-1E GSIS act |
| --- | --- |
| COc1cccc(/C=N/Nc2snc(SC)c2C#N)c1 | 9 |
| CCCCc1nc2n[nH]c(N)c2c2c1CSC(C)(C)C2 | 29 |
| CCOC(=O)C(NC(=O)Nc1ccc(F)cc1F)(Oc1ccccc1)C(F)(F)F (configuration not stated) | 2 |
| COc1ccccc1-n1c(SCC(=O)Nc2ccccc2F)nc2[nH]ncc2c1=O | -11 |
| CN1C(C)(C)CC(NC(=O)CCC(=O)NC2CC(C)(C)N(C)C(C)(C)C2)CC1(C)C | 6 |
| COC(=O)c1ccc(NC(=O)CCS(=O)(=O)c2ccc(Br)s2)cc1 | 0 |
| CCCN(CCC)CCNS(=O)(=O)c1ccc2c(c1)CCN2C(=O)C1CCC1 | 19 |
| O=C(N1CCN(c2ccccc2)CC1)C(F)(F)C(F)(F)F | -2 |
| Nc1nc(SCC(=O)Nc2ccccc2Sc2ccccc2)n[nH]1 | 3 |
| CCCSC1=C(C#N)C(c2ccc(Cl)cc2Cl)CC(=O)N1 (configuration not stated) | -1 |
| O=C(CCc1ccccc1)NNC(=S)NC(=O)c1ccc(Cl)cc1 | 4 |
| COCCCn1c(Cc2ccccc2)nnc1SCC(=O)N1CCCCC1 | 11 |

With a hit mark in INS-1E GSIS act, of those listed so far:
| structure | INS-1E GSIS act |
| --- | --- |
| CC(C)CCOP(=O)(c1ccccc1)c1ccccc1 | 64* |

Bioassay records from PubChem.
